Screens: PubChem BioAssay, Fisher Drug Discovery Resource Center
hcGAS lum: blocks human cGAS activity; Q8N884; recombinant h-cGAS, ATP depletion, Kinase-Glo luminescence; inhibition, % at 12.5 µM; hit rate 0.081% among 290,000;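 note: 0% = vehicle reaction and 100% = reaction without DNA for no activity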
Target sequence (Q8N884 whole entry, looked up): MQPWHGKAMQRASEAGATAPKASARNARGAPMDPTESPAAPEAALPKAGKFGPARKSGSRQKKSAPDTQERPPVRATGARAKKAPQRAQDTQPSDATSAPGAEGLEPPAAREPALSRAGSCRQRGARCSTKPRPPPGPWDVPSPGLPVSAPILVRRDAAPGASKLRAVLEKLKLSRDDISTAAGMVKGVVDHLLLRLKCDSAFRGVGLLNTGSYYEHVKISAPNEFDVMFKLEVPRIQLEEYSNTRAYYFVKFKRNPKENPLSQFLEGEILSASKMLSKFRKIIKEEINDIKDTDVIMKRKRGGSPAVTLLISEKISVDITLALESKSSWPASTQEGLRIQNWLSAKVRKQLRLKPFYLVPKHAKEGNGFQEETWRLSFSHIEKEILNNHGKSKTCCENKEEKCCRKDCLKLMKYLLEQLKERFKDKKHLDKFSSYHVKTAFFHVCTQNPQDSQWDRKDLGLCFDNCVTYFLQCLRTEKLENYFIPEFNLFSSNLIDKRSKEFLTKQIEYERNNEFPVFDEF
NPYLR7 ag: activates Aedes aegypti NPYLR7 receptor | HEK293T NPYLR7/Galpha15, GCaMP6s calcium fluorescence | activation, % at 10 µM | hit rate 0.15% among 270,000; in the data active = activation above about 40%;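 note: 0% = vehicle and 100% = reference agonist at the receptor; some compounds past the cut are filed as inactive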
mcGAS lum: mouse cGAS inhibition by luminescence | hit rate 0.15% among 160,000 | inhibition, % at 12.5 µM | recombinant cGAS, Kinase-Glo ATP depletion luminescence | Q8C6L5;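 note: 0% = negative control wells and 100% = reference inhibitor with no enzyme activity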
* hit, by the source's call; nt = no result given; & = joins results of further samples. Cut-off read from the data, not from the text of the source, unless noted: active = inhibition above about 40%; inactive = the rest.

1	O=C(NCCCN1CCCC1=O)c1cc2n(n1)CCN(Cc1ccccc1Cl)C2=O
2	Cn1nc(-c2cccnc2)c2[nH]c(-c3ccccc3OC(F)F)nc21
3	CC(C)NC(=S)NN=CC1=CCC2CC1C2(C)C (centres undefined)
4	CN1CCN(C(=O)CC[C@@H]2CNC(=O)[C@@H]3C[C@H](NCc4cn(C)c5ccccc45)CN23)CC1
5	C1CCc2nnc(C3CCCN(Cc4nnnn4C4CC4)C3)n2CC1 (centres undefined)
6	CNc1nnc(SCC(=O)NCCCSc2ccccc2)s1
7	COc1cccc(C(=O)c2c(N)c(C#N)c3ccccn23)c1
8	Cc1nc2c(OCc3ccc(C(F)(F)F)cc3)cccn2c1N(C)C(=O)C1CCCCC1

screen / no.	1	2	3	4	5	6	7	8
hcGAS lum	1	-4	-4	-7	-4	-7	-2	0
NPYLR7 ag	-4	4	5	-1	-10	-4	-5	4
mcGAS lum	0	-17	-7	-6	nt	nt	-1	-2

9	Cc1cc(C)c2nc(N(CCn3cccn3)C(=O)c3cc4ccccc4oc3=O)sc2c1
10	O=C(Cn1cnc2sccc2c1=O)NCCc1ccc(F)cc1
11	COc1ccc(CN2C(=O)CC(C(=O)O)SC2=Nc2ccccc2)cc1 (centres undefined)
12	COC(=O)c1c(-c2ccccc2)c(-c2ccccc2)n[nH]c1=O
13	CC(=O)c1c(C)nn(CC(=O)N2CC(c3ccncc3)C2)c1C
14	CCOc1ccc(OCCSc2nc(N)cc(N)n2)cc1
15	COc1ccc(C(=O)CCC(=O)Nc2cnccc2C)cc1F
16	CCCCN=C(NC(=O)c1ccc(C(F)(F)F)cc1)OCC

screen / no.	9	10	11	12	13	14	15	16
hcGAS lum	-4	-10	0	-6	-6	-15	-5	-5
NPYLR7 ag	-18	-8	-2	-2	0	13	3	-7
mcGAS lum	-9	nt	nt	-7	nt	nt	-15	-4

17	CSc1ncc(Cl)c(C(=O)N2c3ccccc3CC2C)n1 (centres undefined)
18	COc1ccc(S(=O)(=O)NCCCn2ncccc2=O)c(OC)c1
19	Nc1nn(S(=O)(=O)c2c(F)c(F)c(F)c(F)c2F)cc1-c1ccc(Cl)cc1
20	COc1nc(C)c(C(=O)NC(C)c2ccc(O)c(F)c2)s1 (centres undefined)
21	COc1ccccc1-n1c(CNC(=O)c2cccs2)nnc1SCC(=O)N1CCc2ccccc21
22	CC1(C)CC(OC(=O)CCC(=O)OC2CC(C)(C)NC(C)(C)C2)CC(C)(C)N1
23	CC1=NN(c2cccc(C(=O)O)c2)C(=O)/C1=C\c1ccco1
24	O=C(Cc1cccs1)Nc1nnc(-c2cc3ccccc3o2)o1

screen / no.	17	18	19	20	21	22	23	24
hcGAS lum	-6	-1	1	-6	-8	2	-8	-1
NPYLR7 ag	-4	-8	-21	4	8	7	-4	7
mcGAS lum	-11	-7	-4	nt	-8	0	23	nt

Given as tab-separated lines: 2 of the compounds above.
nr	Structure	hcGAS lum	NPYLR7 ag	mcGAS lum
21	COc1ccccc1-n1c(CNC(=O)c2cccs2)nnc1SCC(=O)N1CCc2ccccc21	-8	8	-8
22	CC1(C)CC(OC(=O)CCC(=O)OC2CC(C)(C)NC(C)(C)C2)CC(C)(C)N1	2	7	0

Carrying on:
25	CC(C)OC(=O)c1c(NC(=O)COC(=O)C2=NNC(=O)CC2)sc2c1CCCC2
26	N#Cc1cccc(S(=O)(=O)NC2CCCC(C(F)(F)F)C2)c1 (centres undefined)
27	Cc1ccc(C(=O)Nc2ncn[nH]2)c(Cl)c1
28	CC(C)(C)C(Cn1ccnc1)NC(=O)C1(N)CC1 (centres undefined)
29	CCOC(=O)N1CCC(N2CCCC(CNS(=O)(=O)c3ccc(OC)cc3)C2)CC1 (centres undefined)
30	O=C(Nc1ccnn1C1CCN(Cc2ccc3c(c2)Cc2ccccc2-3)CC1)c1ccccc1
31	O=C(c1ccc(CO)cc1)N1CCCC(CCc2cccc(C(F)(F)F)c2)C1 (centres undefined)
32	COc1cccc(-c2nc3ccccn3c2NC(=O)C(C)C)c1

screen / no.	25	26	27	28	29	30	31	32
hcGAS lum	-3	-12	-11	-4	-5	-8	-1	-8
NPYLR7 ag	-3	0	-1	13	16	-2	15	-12
mcGAS lum	nt	nt	nt	nt	nt	-10	nt	-8

33	CCN(CC)Cc1ccc(CNS(=O)(=O)c2c(C)noc2C)cc1
34	O=c1c2c3c(sc2nc2ccc(N4CCCCC4)nn12)CCCC3
35	COc1cc(OC)nc(N=CN(C)C)n1
36	COC(=O)c1ccccc1COn1c(=O)c(-c2ccc(-c3ccccc3)cc2)[n+]([O-])c2ccccc21
37	CCC(Nc1cccc(OC)c1)C(=O)N1CCC(O)(c2ccc(C)cn2)CC1 (centres undefined)
38	Cc1ccccc1CNC1(c2ccc(F)cc2)CCOCC1
39	Cc1ccc2c(c1)CC[C@H]1CC(=O)CC[C@]21C
40	CCCCn1c(SCC(=O)NCCC#N)n[nH]c1=O

screen / no.	33	34	35	36	37	38	39	40
hcGAS lum	-6	-7	-3	-10	4	2	-7	-11
NPYLR7 ag	5	14	6	-4	0	1	nt	9
mcGAS lum	nt	-5	-5	nt	-2	nt	-5	nt

Retrieved one by one from above, five records:
40	CCCCn1c(SCC(=O)NCCC#N)n[nH]c1=O
35	COc1cc(OC)nc(N=CN(C)C)n1
39	Cc1ccc2c(c1)CC[C@H]1CC(=O)CC[C@]21C
37	CCC(Nc1cccc(OC)c1)C(=O)N1CCC(O)(c2ccc(C)cn2)CC1 (centres undefined)
36	COC(=O)c1ccccc1COn1c(=O)c(-c2ccc(-c3ccccc3)cc2)[n+]([O-])c2ccccc21

screen / no.	40	35	39	37	36
hcGAS lum	-11	-3	-7	4	-10
NPYLR7 ag	9	6	nt	0	-4
mcGAS lum	nt	-5	-5	-2	nt

(continued)
41	COc1ccc(Cl)cc1NC(=O)CCC1CCCN(C(=O)C2=C(C)OCCO2)C1 (centres undefined)
42	CC(C)(C)n1nc2c(c1NC(=O)COc1ccc(F)cc1)CSC2
43	O=S(=O)(NCCN1CCCCC1)c1cc(Cl)sc1Cl
44	COCCOC(=O)C1=C(C)NC2=C(C(=O)CC(c3ccc(Cl)cc3)C2)C1c1ccc(OC(C)=O)cc1 (centres undefined)
45	COc1ccc(C(O)=C2C(=O)C(=O)N(c3ccccn3)C2c2ccc(OC)cc2)cc1 (centres undefined)
46	Cc1oc(C)c(-c2ccccc2)c1C(=O)NCC(c1ccccc1)c1ccccc1
47	O=C(N=Nc1c(O)[nH]c2ccccc12)c1ccn[nH]1
48	COc1cc(OC)cc(C(=O)N2CCN(C(C(=O)NCc3ccccn3)C3CCCC3)CC2)c1 (centres undefined)

screen / no.	41	42	43	44	45	46	47	48
hcGAS lum	-7	-7	-3	-2	-1	-6	-4	-4
NPYLR7 ag	19	-4	25	-6	2	-11	-4	-9
mcGAS lum	nt	-8	1	0	-4	nt	1	-6

Some of these compounds in order of formula weight, high to low.
48	COc1cc(OC)cc(C(=O)N2CCN(C(C(=O)NCc3ccccn3)C3CCCC3)CC2)c1 (centres undefined)
41	COc1ccc(Cl)cc1NC(=O)CCC1CCCN(C(=O)C2=C(C)OCCO2)C1 (centres undefined)
45	COc1ccc(C(O)=C2C(=O)C(=O)N(c3ccccn3)C2c2ccc(OC)cc2)cc1 (centres undefined)
42	CC(C)(C)n1nc2c(c1NC(=O)COc1ccc(F)cc1)CSC2
43	O=S(=O)(NCCN1CCCCC1)c1cc(Cl)sc1Cl

screen / no.	48	41	45	42	43
hcGAS lum	-4	-7	-1	-7	-3
NPYLR7 ag	-9	19	2	-4	25
mcGAS lum	-6	nt	-4	-8	1

More entries:
49	COc1ccc(OC)c(NC(=O)c2sc(C)nc2C)c1
50	CCN(C)c1ccccc1CNC(=O)CNC(=O)c1ccc(F)cc1
51	COc1ccc2c(c1)CCC(=Cc1ccccc1Cl)C2=O
52	Cc1cc(C)n(CCNC(=O)c2cc(C)nc3cc(F)ccc23)c(=O)n1
53	CCc1nc2ccc(C(=O)NCCc3c[nH]c4ccccc34)cn2c1N(C)CCCc1ccccc1
54	Nc1ccnc(-c2cccc3ccsc23)c1
55	COc1ccc(OC)c(-c2nc3c(Cl)cc(Cl)cn3c2NCc2ccccc2)c1
56	CCc1ccc(NC(=O)CSc2ccc(S(=O)(=O)N3CCOCC3)cn2)cc1

screen / no.	49	50	51	52	53	54	55	56
hcGAS lum	-2	-11	-9	-3	-5	-4	-4	-2
NPYLR7 ag	0	11	2	6	11	3	7	6
mcGAS lum	-2	nt	-9	-11	-5	-15	-6	-8

57	C=Cc1ccc(Cn2cc(C(=O)NCc3cccc(C(F)(F)F)c3)sc2=O)cc1
58	CC(C)CN(CC(=O)N(Cc1ccc2c(c1)OCO2)Cc1cccs1)C(=O)Nc1cccc(F)c1
59	c1cnc(NCc2cccnc2N2CCc3ccccc3C2)nc1
60	COc1ccc(NC(=O)C(=O)Nc2ccc(C(N)=O)cc2)cc1N1CCCC1=O
61	Cc1nn(-c2ccc(Nc3ccc(NC(=O)c4ccc5c(c4)OCO5)cc3)nn2)c(C)c1C
62	COc1ccc(OC)c(S(=O)(=O)N2CCN(c3cc(S(=O)(=O)NCCc4ccc(F)cc4)ccc3OC)CC2)c1
63	O=C(c1cccc(Cl)c1)N1CCC(n2c(Cc3ccccc3)nc3ccccc32)CC1
64	O=C(NC(C(=O)N1CCCC1)C1CCN(C(=O)C2CCCC2)CC1)c1cccs1 (centres undefined)

screen / no.	57	58	59	60	61	62	63	64
hcGAS lum	-6	-8	-1	-9	-3	-3	-4	-3
NPYLR7 ag	4	14	13	10	-5	24	3	4
mcGAS lum	nt	-5	nt	nt	-10	-7	-5	-4

65	C=CCSc1nnc(Cn2c(=O)sc3ccccc32)n1C
66	COc1c(Cl)cc2sc(C(=O)NCCCN(C)C)c(Cl)c2c1OC
67	O=C(C1CCCC1)N1CCN(Cc2ccc(-c3noc(-c4cccc(Cl)c4)n3)cc2)CC1
68	COc1cc2c(cc1OC)C(CNC(=S)NC1CC1)N(Cc1ccc(F)cc1)CC2 (centres undefined)
69	O=C(NCCc1cnc[nH]1)c1ccc2oc(-c3ccc(C(F)(F)F)cc3)nc2c1
70	O=C(O)CC(C(=O)O)N1C(=O)/C(=C/c2ccc(Cl)cc2)SC1=S (centres undefined)
71	O=C(NC1CCS(=O)(=O)C1)c1cnc(Cc2ccccc2)s1 (centres undefined)
72	Cc1ccc(Cl)c(NC(=O)N2CCN(c3ncccc3C(=O)NCC3CCCO3)CC2)c1 (centres undefined)

screen / no.	65	66	67	68	69	70	71	72
hcGAS lum	-3	5	-6	-6	-1	-1	-8	-4
NPYLR7 ag	10	-4	7	7	3	-2	-20	9
mcGAS lum	nt	0	-6	-8	nt	33	nt	-5

73	CO[C@H]1O[C@@H]2O[C@@]3(C)CC[C@H]4[C@H](C)CC[C@@H]([C@H]1C)[C@@]24OO3
74	O=C1c2ccc([N+](=O)[O-])cc2C(=O)N1CNc1cccc2ccccc12
75	COCCN(CC(=O)N(CCc1c[nH]c2ccccc12)Cc1ccc(OC)c(OC)c1)S(=O)(=O)c1ccc(NC(C)=O)cc1
76	CC(Sc1nnc(-c2ccc(Cl)cc2)n1C)C(=O)N1CCc2ccccc21 (centres undefined)
77	CCNC(=O)[C@@H]1C[C@H](N)CN1C(=O)CN1CCCCCCC1
78	O=C(O)CNC(=O)C(CS)Cc1ccccc1 (centres undefined)
79	COC(=O)[C@@H]1C[C@@H](O)CN1C(=O)Cc1c(C)[nH]c2c(F)cccc12
80	CCN1CC(CN(C)C(=O)NCc2ccoc2)Oc2ccccc21 (centres undefined)

screen / no.	73	74	75	76	77	78	79	80
hcGAS lum	-2	-7	-3	-7	-3	0&5	-6	-7
NPYLR7 ag	0	-3	0	-5	3	-4&1	9	1
mcGAS lum	nt	-5	-3	7	-17	9	-10	nt

Overlap with the part before: three entries, followed by the next part.
78	O=C(O)CNC(=O)C(CS)Cc1ccccc1 (centres undefined)
79	COC(=O)[C@@H]1C[C@@H](O)CN1C(=O)Cc1c(C)[nH]c2c(F)cccc12
80	CCN1CC(CN(C)C(=O)NCc2ccoc2)Oc2ccccc21 (centres undefined)
81	CCNC(=O)NCCC12CC3CC(CC(C3)C1)C2
82	O=C(CC(c1ccccc1)c1ccco1)NCc1cnc2ccccn12 (centres undefined)
83	CCOC(=O)CCn1c(=O)c2c(nc3n(C4CCCCC4)c(C)cn23)n(C)c1=O
84	CN1CCN2CCN(C(=O)NC(C)(C)CC(C)(C)C)CC2C1 (centres undefined)

screen / no.	78	79	80	81	82	83	84
hcGAS lum	0&5	-6	-7	-6	-1	-5	-2
NPYLR7 ag	-4&1	9	1	-5	7	10	-3
mcGAS lum	9	-10	nt	nt	nt	-10	nt
